Bioassay records from PubChem BioAssay.
DUSP1 inh – human dual specificity phosphatase 1 inhibition; P28562; recombinant MKP-1, OMFP hydrolysis fluorescence; inhibition, %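 (compounds tested at a single concentration somewhere between 10 and 100 µM)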; actives 0.15% (n = 65,000); AID 374;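 active = inhibition above about 50%, limit read from the data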;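 note: 0% = DMSO max control wells and 100% = wells with enzyme stopped by NaOH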
Target sequence (P28562 whole entry, looked up): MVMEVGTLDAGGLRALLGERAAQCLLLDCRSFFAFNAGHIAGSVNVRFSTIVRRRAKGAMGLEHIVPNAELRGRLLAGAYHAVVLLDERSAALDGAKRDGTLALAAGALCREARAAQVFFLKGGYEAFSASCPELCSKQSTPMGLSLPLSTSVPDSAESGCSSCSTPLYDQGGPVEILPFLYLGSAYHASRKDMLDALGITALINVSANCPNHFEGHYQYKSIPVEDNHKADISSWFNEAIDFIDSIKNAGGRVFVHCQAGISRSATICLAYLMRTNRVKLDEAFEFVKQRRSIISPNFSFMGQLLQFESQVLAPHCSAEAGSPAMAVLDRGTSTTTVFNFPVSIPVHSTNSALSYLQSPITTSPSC
5HT1a ag – activates the human 5-HT1a serotonin receptor; activation, % at 10 µM; CHO 5-HT1a Ga15 NFAT-bla reporter, FRET ratio; 0% basal, 100% maximal reference agonist; actives 0.56% (n = 65,000);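 active = activation above the screen-wide mean activation plus 3 SD, cut at about 19% in these data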;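 note: 0% = DMSO wells and 100% = 5-CT at EC100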
C1s inh – human complement C1s inhibition; P09871; purified C1s, fluorogenic AMC substrate, pooled mixtures; actives 0.16% (n = 62,000); AID 538; mean inhibition % of two 10-compound mixtures (hits give high values), % at 5 µM (by protocol);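 active = inhibition above 20% in each of the two 10-compound mixture wells holding the compound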;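 note: 0% = enzyme wells lacking compound mixture and 100% = no-enzyme blank wells; some compounds called inactive have numbers as strong as hits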
Target sequence (P09871 16-437 limits assumed): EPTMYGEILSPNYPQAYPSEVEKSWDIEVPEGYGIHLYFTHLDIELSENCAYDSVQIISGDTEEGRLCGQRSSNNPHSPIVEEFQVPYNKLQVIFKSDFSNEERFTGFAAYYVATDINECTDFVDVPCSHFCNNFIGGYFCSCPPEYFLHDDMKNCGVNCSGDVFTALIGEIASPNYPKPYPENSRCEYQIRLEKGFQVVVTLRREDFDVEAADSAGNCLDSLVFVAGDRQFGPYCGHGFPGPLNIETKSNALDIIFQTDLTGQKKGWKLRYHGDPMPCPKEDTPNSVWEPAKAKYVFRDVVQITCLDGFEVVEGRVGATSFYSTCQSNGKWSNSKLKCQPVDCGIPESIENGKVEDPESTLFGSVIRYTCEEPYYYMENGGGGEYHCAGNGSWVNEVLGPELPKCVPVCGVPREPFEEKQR
Target sequence (P09871 438-688 limits assumed): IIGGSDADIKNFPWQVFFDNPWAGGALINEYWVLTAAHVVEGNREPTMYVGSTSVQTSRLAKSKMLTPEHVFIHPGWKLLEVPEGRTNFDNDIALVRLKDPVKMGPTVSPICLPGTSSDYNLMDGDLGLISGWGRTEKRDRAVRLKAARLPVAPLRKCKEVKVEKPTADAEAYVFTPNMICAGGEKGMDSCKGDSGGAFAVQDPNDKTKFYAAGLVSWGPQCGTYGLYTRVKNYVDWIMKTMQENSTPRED
CatG inh – inhibitors of human cathepsin G. P08311. purified enzyme, AMC-tetrapeptide fluorescence, pooled mixtures. inhibition, % at 5 µM (by protocol). actives 0.2% (n = 62,000);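 active = inhibition above 20% in each of the two mixture wells holding the compound; inactive = inhibition of 20% or less in either well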;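 note: 0% = enzyme control without mixture and 100% = blank lacking enzyme; strong numbers were not always called active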
Hsp90 block – displaces geldanamycin probe from tumor Hsp90; inhibition, % at 30 µM; actives 0.35% (n = 64,000); NCI-N417 lysate Hsp90, Cy3B-geldanamycin FP displacement;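 active = inhibition above 50%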;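 note: 0% = tracer plus lysate wells and 100% = tracer alone without lysate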
FXIIa mix inh – blocks human factor XIIa in pooled compound mixtures. P00748. purified FXIIa, fluorogenic substrate. inhibition, % at 5 µM. actives 0.2% (n = 62,000). AID 684;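 note: 0% = enzyme without compound and 100% = no enzyme blank; some results filed as inactive read as strong as hits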
FXIa mix inh – factor XIa (human) inhibition, mixture screen | actives 0.19% (n = 62,000) | inhibition, % at 5 µM | AID 680 | purified FXIa, fluorogenic substrate, pooled mixtures;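 note: each value is inhibition by a whole ten-compound pool holding the compound; 0% = enzyme with no mixture and 100% = wells lacking enzyme; strong numbers were not always called active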
CatL block – inhibitors of human cathepsin L. P07711. purified cathepsin L, fluorogenic substrate, fluorescence. inhibition, %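 (tested at 10 µM)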. actives 0.17% (n = 58,000); in the data active = inhibition above about 45%;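 note: 0% = enzyme with no compound and 100% = no enzyme blank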
Cdc25B inh – human M-phase inducer phosphatase 2 inhibition. P30305. inhibition, %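 (compounds tested at 10 µM final in the well)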. recombinant Cdc25B, OMFP fluorescence Ex485/Em525. actives 0.1% (n = 65,000). AID 368; in the data active = inhibition above about 50%
Numbers without * were called inactive; / = not tested or not shown. Cut-off read from the data, not from the text of the source, unless noted: active = inhibition above about 20% (passing the limit was not always enough); inactive = the rest.

SMILES | DUSP1 inh | 5HT1a ag | C1s inh | CatG inh | Hsp90 block | FXIIa mix inh | FXIa mix inh | CatL block | Cdc25B inh
CN1C(=O)CSc2ccc(NC(=O)Nc3ccccn3)cc21 | 12 | -2.5 | -4 | -1 | -3 | 11 | 6 | 0 | -7
COC(=O)C1C2C=CC3(CN(Cc4cccs4)C(=O)C13)O2 (configuration not stated) | -22 | 0.2 | -69 | 0 | -3 | 4 | -8 | 38 | 5
CN(CCc1ccccn1)S(=O)(=O)c1ccc(F)cc1 | 0 | -1.4 | -10 | -3 | 1 | -9 | 15 | 13 | -1
Nc1nc2nc(SCC(=O)N3CCCc4ccccc43)[nH]c2c(=O)[nH]1 | 5 | -4.6 | 5 | 8 | -10 | -3 | 1 | / | -6
O=C1CC(Nc2ccccc2)C(=O)N1c1ccc(N2CCOCC2)cc1 (configuration not stated) | 3 | -1.0 | 10 | 9 | 2 | 2 | 2 | 3 | -5
CCCCN(C(=O)NC(=O)Nc1nc2ccc(OC)cc2s1)S(C)(=O)=O | 9 | -0.7 | 8 | 7 | / | 10 | 10 | 5 | 0
Cc1ccc(CCNC(=O)C2CCN(S(=O)(=O)c3cccc4nsnc34)CC2)cc1 | -2 | -3.4 | -19 | -8 | 0 | 16 | -6 | -1 | 11
Cc1[nH]c(=O)[nH]c(=O)c1S(=O)(=O)N1CCCC1 | -26 | 0.9 | / | / | 0 | / | / | 30 | -23
COC(=O)[C@H](CCSC)NC(=O)N1CCN(Cc2ccccc2)CC1 | -4 | -5.4 | 12 | 34 | -4 | 0 | 23 | 11 | -5
CCOC(=O)CCC(=O)O[C@H]1[C@H](O[C@@H]2[C@@H](C)[C@H](O[C@H]3C[C@@](C)(OC)[C@@H](O)[C@H](C)O3)[C@@H](C)C(=O)O[C@H](CC)[C@@](C)(O)[C@H](O)[C@@H](C)C(=O)[C@H](C)C[C@@]2(C)O)O[C@H](C)C[C@@H]1N(C)C | -9 | 0.6 | -2 | 5 | -2 | -31 | 16 | -4 | -6
COc1ccc(-n2cnnc2SCCC#N)cc1 | 17 | -0.6 | 6 | 7 | 0 | -17 | -1 | 2 | -8
Cc1cc2cc(CN(Cc3ccco3)C(=O)C3CCCCC3)c(=O)[nH]c2cc1C | -11 | 1.2 | -7 | -1 | -1 | 1 | -4 | 29 | -5

Ordered by number of heavy atoms (lowest first): part of the list above.
SMILES | DUSP1 inh | 5HT1a ag | C1s inh | CatG inh | Hsp90 block | FXIIa mix inh | FXIa mix inh | CatL block | Cdc25B inh
Cc1[nH]c(=O)[nH]c(=O)c1S(=O)(=O)N1CCCC1 | -26 | 0.9 | / | / | 0 | / | / | 30 | -23
COc1ccc(-n2cnnc2SCCC#N)cc1 | 17 | -0.6 | 6 | 7 | 0 | -17 | -1 | 2 | -8
CN(CCc1ccccn1)S(=O)(=O)c1ccc(F)cc1 | 0 | -1.4 | -10 | -3 | 1 | -9 | 15 | 13 | -1
COC(=O)C1C2C=CC3(CN(Cc4cccs4)C(=O)C13)O2 (configuration not stated) | -22 | 0.2 | -69 | 0 | -3 | 4 | -8 | 38 | 5
COC(=O)[C@H](CCSC)NC(=O)N1CCN(Cc2ccccc2)CC1 | -4 | -5.4 | 12 | 34 | -4 | 0 | 23 | 11 | -5
CCCCN(C(=O)NC(=O)Nc1nc2ccc(OC)cc2s1)S(C)(=O)=O | 9 | -0.7 | 8 | 7 | / | 10 | 10 | 5 | 0
Cc1cc2cc(CN(Cc3ccco3)C(=O)C3CCCCC3)c(=O)[nH]c2cc1C | -11 | 1.2 | -7 | -1 | -1 | 1 | -4 | 29 | -5
CCOC(=O)CCC(=O)O[C@H]1[C@H](O[C@@H]2[C@@H](C)[C@H](O[C@H]3C[C@@](C)(OC)[C@@H](O)[C@H](C)O3)[C@@H](C)C(=O)O[C@H](CC)[C@@](C)(O)[C@H](O)[C@@H](C)C(=O)[C@H](C)C[C@@]2(C)O)O[C@H](C)C[C@@H]1N(C)C | -9 | 0.6 | -2 | 5 | -2 | -31 | 16 | -4 | -6

Carrying on:
SMILES | DUSP1 inh | 5HT1a ag | C1s inh | CatG inh | Hsp90 block | FXIIa mix inh | FXIa mix inh | CatL block | Cdc25B inh
O=C(NCCc1ccccc1)NC1CCCCC1 | -3 | -0.8 | 4 | 4 | 0 | -15 | 18 | 10 | -11
Cc1ccc(-n2c(SCC(=O)NCC3CCCO3)nnc2-c2ccoc2C)cc1 (configuration not stated) | -2 | -3.5 | 11 | 9 | -1 | -20 | 2 | 0 | -3
CNC(=O)c1c[nH]n2c(=O)c(Cc3ccccc3F)c(C)nc12 | 14 | -1.1 | -7 | 4 | -2 | 3 | -7 | 12 | -9
COCC(=O)Nc1ccc(S(=O)(=O)NCCc2ccccc2)cc1 | 5 | -0.8 | 17 | 10 | 0 | 8 | 4 | 9 | 2
O=C(CCn1cccc1)Nc1nccs1 | 2 | -2.2 | 30 | -12 | -1 | -8 | 3 | 11 | -8
COc1ccc(C(=O)CSc2nnc(C3CCCCC3)n2N)c(OC)c1 | 18 | -1.0 | -2 | 1 | -2 | 3 | 1 | 3 | -13
O=C(CN1CCN(S(=O)(=O)c2ccc(F)cc2)CC1)Nc1ccc(Cl)c(C(F)(F)F)c1 | 9 | -4.2 | 2 | 1 | -1 | 6 | -1 | 17 | -11
Cn1c(=O)c2c(nc(SCC(=O)NCc3ccc4c(c3)OCO4)n2Cc2ccccc2)n(C)c1=O | 16 | 0.8 | -18 | 9 | -2 | 3 | -1 | 1 | 4
COC(=O)CC1Oc2ccccc2N(Cc2ccc(C)cc2)C1=O (configuration not stated) | -5 | -5.3 | -43 | -9 | -2 | 13 | -22 | -3 | -5
Cc1ccc(S(=O)(=O)N(c2cccc(C(F)(F)F)c2)C2C=CS(=O)(=O)C2)cc1 (configuration not stated) | 3 | -0.7 | 30 | 26 | -3 | 10 | 26 | 12 | -1
CCC(C)NS(=O)(=O)c1ccc(OCC(=O)NCc2ccco2)cc1 (configuration not stated) | 10 | 1.3 | 2 | 7 | -1 | 12 | -3 | 5 | 5
CSCCC(NC(=O)C1CC1)c1nc2ccccc2[nH]1 (configuration not stated) | 0 | -4.5 | 14 | 8 | -5 | 5 | 7 | 5 | -2
COC(=O)CSc1nnc(-c2cccc(NC(=O)c3ccc(C)cc3)c2)n1C | -3 | -3.6 | -71 | -9 | -2 | 2 | -7 | 10 | -1
CC(=O)CC1(C)OC(N)=C(C#N)C1(C#N)C#N (configuration not stated) | -29 | 18 | 13 | 9 | -5 | 4 | 3 | 5 | 2
Cc1nn(Cc2ccccc2Cl)c2sc(C(=O)OC3CCCC3=O)cc12 (configuration not stated) | -1 | 2.6 | -1 | 7 | -4 | 3 | 5 | 4 | -15
COC(=O)CN1C(=O)C(O)(CC(=O)c2ccc(C)cc2)c2ccccc21 (configuration not stated) | -4 | -0.8 | -1 | -2 | -4 | 2 | 0 | -7 | 12
CCOC(=O)C1CCc2sc(N)c(C#N)c21 (configuration not stated) | 1 | -2.2 | 8 | 7 | -7 | -14 | 4 | 9 | -12
Cc1c(C(=O)NC2CCCc3ccccc32)oc2ccc(S(=O)(=O)N3CCOCC3)cc12 (configuration not stated) | 20 | 2.4 | -9 | 8 | -4 | 7 | 4 | 14 | -3
CCSc1nnc(NC(=O)c2cc3c(s2)CCCC3)s1 | 3 | -1.1 | -4 | 5 | / | 15 | 4 | 20 | -6
COc1ccccc1N1CCN(C(CNS(=O)(=O)c2ccccc2)c2cccnc2)CC1 (configuration not stated) | 14 | -1.0 | 13 | 10 | -2 | 6 | 8 | -3 | -4
O=C(CCCCCN1C(=O)c2ccccc2C1=O)Nc1nccs1 | -11 | 0.2 | -1 | 11 | -6 | 6 | 1 | 6 | 13
O=C(Cn1nc(Cc2cccnc2)c2ccccc2c1=O)NCC1COc2ccccc2O1 (configuration not stated) | 15 | -0.5 | 15 | 8 | -2 | 5 | 5 | 4 | 8
CC1(O)c2ccccc2C(=O)N1CCc1ccccc1F (configuration not stated) | -5 | -4.0 | -3 | -1 | -2 | -18 | 8 | 5 | -10
CC(C)(C)OC(=O)NCCc1nnc(SCC(=O)Nc2cccc(Cl)c2)o1 | -7 | -1.4 | 0 | 0 | 0 | 8 | -1 | -8 | 5
CN(C)S(=O)(=O)c1ccc(N2CCCC2)c(C(=O)Nc2ccccc2N2CCOCC2)c1 | 2 | -1.6 | 4 | 8 | -1 | 3 | -4 | 10 | -1
CCN(CCCNC(=O)CCCN1C(=O)COc2ccc(C)cc21)c1cccc(C)c1 | 24 | -2.5 | -14 | 6 | -2 | 9 | 0 | 17 | -46
Cn1c(C(=O)N2CCCC(C(=O)NCc3cccs3)C2)cc2sccc21 (configuration not stated) | 9 | 4.2 | -9 | 5 | -2 | 4 | -13 | 0 | -14
O=C(NCc1ccco1)C1CCCN1C(=O)NCc1ccccc1 (configuration not stated) | -13 | 1.2 | 5 | 8 | 0 | 12 | 5 | 4 | -1
COc1ccccc1C1CC(c2ccccc2)Nc2ncnn21 (configuration not stated) | 7 | -3.2 | -6 | 9 | -1 | -20 | -5 | -1 | -2
Cc1cccc(C)c1OCc1nnc(SCC(=O)Nc2nccs2)o1 | -3 | 0.3 | 6 | 3 | -2 | -1 | 5 | / | -3
CCn1c(SCC(=O)Nc2ccc(N(C)C)cc2)nnc1-c1cccc(C)c1 | -19 | -2.4 | 5 | 11 | 3 | 6 | -2 | 2 | -5
C=CCOc1cccc(C2C(C(=O)c3ccc(C)o3)=C(O)C(=O)N2Cc2ccncc2)c1 (configuration not stated) | 43 | 0.1 | -49 | -8 | -1 | 1 | -4 | 3 | 8
Cc1ccccc1-n1nnc2c(=O)oc3ccccc3c21 | -17 | -3.0 | 19 | 12 | -2 | -9 | 11 | -4 | -7
O=C(c1cc(-c2ccco2)nn1-c1cccc(Cl)c1)N1CCCCC1 | 8 | -1.2 | -2 | 11 | -10 | -3 | 4 | -2 | -20
CNC(=O)c1ccc(Oc2ccc(C(=O)NC)cc2)cc1 | 2 | -3.0 | 15 | 12 | -3 | 2 | -1 | 6 | -14
Cc1ccc(S(=O)(=O)N(CC(=O)NCc2ccco2)Cc2ccc(F)cc2)cc1 | / | 0.2 | 18 | 10 | / | 1 | 4 | -7 | /
c1ccc(-c2n[nH]c(-c3ccccn3)n2)nc1 | 7 | -0.7 | -7 | 0 | -1 | -2 | 7 | / | -3
CCCOC(=O)c1cc2ccccc2oc1=O | 4 | -1.2 | -7 | 7 | -4 | -4 | -1 | 1 | -2
O=C(c1n[nH]c(=O)c2ccccc12)N1CCOCC1 | 7 | -2.1 | -27 | 7 | -1 | 10 | -8 | 0 | 10
Cc1ccc(-n2c(Cc3cccn3C)nnc2SCC(=O)Nc2cc(C)on2)cc1 | -7 | -0.7 | -9 | -7 | 1 | 4 | 3 | -1 | -2
CS(=O)(=O)c1ccc(C(=O)NC2CCOC2=O)cc1 (configuration not stated) | 9 | -1.1 | -10 | -5 | / | -14 | 7 | -2 | -14
C/C(N)=C(/C#N)C(=O)CSc1nnc(Nc2cccc(C)c2)s1 | 14 | -0.1 | -16 | 6 | -4 | 1 | -5 | 9 | 5
COc1ccc(C(C)=O)cc1COC(=O)c1c(C)noc1C | -4 | -0.1 | 2 | 2 | -2 | 2 | 8 | 6 | -12
COc1ccccc1N(CC(=O)Nc1cc(C)on1)S(=O)(=O)c1cccs1 | -6 | 0.3 | 11 | 8 | -4 | 8 | 5 | 6 | -7
c1ccc2c(-c3ccncc3)c[nH]c2c1 | -26 | -0.6 | -3 | 2 | -3 | 30 | -3 | 7 | 4
COc1cccc(-n2c(SCc3c(C)noc3C)nnc2-c2cccc(S(=O)(=O)N(C)C)c2)c1 | 25 | 3.2 | 10 | 11 | -1 | 1 | 6 | 26 | -12
C#CCOc1ccc(Cl)cc1/C=N/O | -9 | -2.8 | 14 | 13 | -1 | 5 | 5 | -5 | 5
O=C(NCCN1C(=O)C2C3C=CC(C3)C2C1=O)Nc1cccnc1 (configuration not stated) | -8 | 1.9 | -30 | 7 | 5 | 0 | 9 | 15 | -8
